Assay outcomes as filed in PubChem.
aSyn rescue = alpha-synuclein toxicity inhibition in yeast. 370,000 compounds, 0.14% hits. Yeast expressing alpha-synuclein, growth rescue, BacTiter-Glo, 24 h. Potency, µM (series often up to 46.1 µM), for the others: at the highest dose growth rescue (activation), usual class: activators. AID 652106; further: potency means the concentration at half of the fitted maximal effect; % of control where 0% means no effect; nearly all actives have a fitted effect of over 65% in size
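Rescue of yeast growth: cells expressing toxic alpha-synuclein, induced in galactose at OD600 0.02, incubated with compound 24 h at 30 C. ATP luminescence quantified growth; inhibitors of toxicity appear as activators.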
GLP1R cytotox = cytotoxicity in counter-screen for GLP-1R inverse agonists; HEK293 cAMP-luciferase reporter cells, luminescence, 24 h; Potency, µM (titrated, usually from 38.3 µM), for the others: at the top dose activity change, negative = inhibition, actives largely listed as inhibitors; 410,000 compounds, 0.13% hits;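 further: loss of luciferase light is scored as toxicity; potency means the concentration at half of the fitted maximal effect; on the % scale 0 is the no-effect control and ±100 the full control effect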
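MLSMR compounds, 24 hr on cells at 37 deg C/5% CO2; luminescence after luciferase reagent (12 min RT). Inhibition counted as the undesired cytotoxic outcome.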
D3 antag = blocks the human D3 dopamine receptor | max response, negative = inhibition, % | AID 652054 | D3R cells, DiscoveRx beta-arrestin luminescence, antagonist mode; hits give low values | 360,000 compounds, 2.5% hits; in the data active means max response below about -50%; inconclusive means no clear call, values can overlap the other calls; further: on the % scale 0 is the no-effect control and ±100 the full control effect; mostly tested at two doses, the higher about 12 µM
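Cells expressing the human receptor were seeded at 1500 cells/well, incubated overnight at 37 degrees C in 5% CO2, then exposed to library compounds with dopamine controls for 90 minutes at 37 degrees C before luminescent detection.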
GLP1R ag = activates the human GLP-1 receptor; Potency, µM (top dose mostly 45.6 µM), without a hit: top-dose activation, actives largely listed as activators; 380,000 compounds, 0.007% hits; P43220; HEK293 GLP-1R CRE-luciferase, luminescence, 4-6 h; cells express a hypersensitive GLP-1R form; further: potency means the concentration at half of the fitted maximal effect; % of control where 0% means no effect
KB-V1 MDR tox = kills drug-selected multidrug resistant KB-V1 cells | AID 1347076 | Potency, µM (titrated, usually from 46.1 µM), for the others: at the top dose activity change, negative = cytotoxicity, most hits filed as cytotoxic | KB-V1 MDR cells viability, CellTiter-Glo, 72 h | 400,000 compounds, 3.4% hits; further: potency means the concentration at half of the fitted maximal effect; on the % scale 0 is the no-effect control and ±100 the full control effect; nearly all actives have a fitted effect of over 60% in size
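qHTS viability screen in drug-selected KB-V1 MDR cells: 72 h compound treatment at 37 degrees C, ATP luminescence end point.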
TDP43 rescue = inhibitors of TDP-43 toxicity in yeast; AID 652104; 410,000 compounds, 1.8% hits; TDP-43 expressing yeast growth rescue, BacTiter-Glo, 24 h; Potency, µM (highest dose often 46.1 µM), without a hit: at the top dose growth rescue (activation), hits mostly activators; further: potency means the concentration at half of the fitted maximal effect; % of control where 0% means no effect; nearly all actives have a fitted effect of over 50% in size
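In this qHTS, compounds that restore growth of yeast expressing TDP-43 appear as activators. Cells (OD600=0.02, galactose medium, raffinose-pregrown) are incubated with compound 24 hr at 30 deg C and growth is quantified by BacTiter-Glo.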
D3 ag = activates the human D3 dopamine receptor. P35462. 410,000 compounds, 0.58% hits. D3R DiscoveRx beta-arrestin cells, luminescence, 90 min. max activation, %; in the data active means max activation above about 30%; further: 0% is about no effect; mostly tested at two doses, the higher about 12 µM
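Cells at 1500/well, incubated overnight, then treated with pinned compounds (dopamine as control) for 90 min at 37 degrees C. DiscoveRx reagent added for 30 - 60 minutes at room temperature; luminescence read.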
PTHR1 ag = agonists of human PTHR1 parathyroid hormone receptor. Q03431. HEK293 GP2 PTHR1 cells, GloSensor cAMP luminescence, 1 h. Potency, µM (titrated, usually from 115 µM), for inactives: at the top dose activation, most hits filed as activators. 410,000 compounds, 0.075% hits. AID 743266; further: potency means the concentration at half of the fitted maximal effect; nearly all actives have a fitted effect of over 55% in size; some results filed as inactive show a strong effect at the top dose; inactives centre near -15; many of its hits are not listed in these tables
Target sequence (Q03431 whole entry, looked up): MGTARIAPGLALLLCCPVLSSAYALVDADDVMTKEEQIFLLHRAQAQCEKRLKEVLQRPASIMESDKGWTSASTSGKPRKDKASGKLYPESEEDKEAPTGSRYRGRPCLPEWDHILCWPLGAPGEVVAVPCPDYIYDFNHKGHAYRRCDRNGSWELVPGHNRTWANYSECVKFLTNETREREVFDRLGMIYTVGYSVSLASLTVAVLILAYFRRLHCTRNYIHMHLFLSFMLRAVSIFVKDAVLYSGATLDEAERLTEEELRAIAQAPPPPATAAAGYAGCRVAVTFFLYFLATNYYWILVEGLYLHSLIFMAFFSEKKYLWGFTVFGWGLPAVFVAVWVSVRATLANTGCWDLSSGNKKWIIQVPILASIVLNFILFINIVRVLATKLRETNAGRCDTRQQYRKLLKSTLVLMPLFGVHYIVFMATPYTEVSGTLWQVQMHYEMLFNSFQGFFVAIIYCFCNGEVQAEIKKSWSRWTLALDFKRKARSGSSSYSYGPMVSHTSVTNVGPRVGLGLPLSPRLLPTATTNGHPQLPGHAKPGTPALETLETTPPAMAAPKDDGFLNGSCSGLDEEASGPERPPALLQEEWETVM
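HEK-293-derived GP2 cells expressing PTHR1 and a GloSensor cAMP reporter, 3,000/well, plated overnight, given luciferin plus IBMX (each 0.5 mM as added) for 1 h at 37 °C, then compound for 1 h at 37 °C. Luminescence was read after 15 min at room temperature.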
GLP-1R inv ag = acts as inverse agonist at human GLP-1 receptor; 410,000 compounds, 1.6% hits; AID 624417; Potency, µM (top dose mostly 38.3 µM), for inactives: at the highest dose activity change, negative = inhibition, actives largely listed as inhibitors; P43220; HEK293 GLP-1R CRE-luciferase, luminescence, 24 h; GLP-1R form is constitutively active; further: potency means the concentration at half of the fitted maximal effect; on the % scale 0 is the no-effect control and ±100 the full control effect; nearly all actives have a fitted effect of over 55% in size
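Constitutively active GLP-1R drives a cAMP-responsive luciferase in stably transfected HEK293 cells; test compounds are added after overnight (12 h) attachment and left 24 hr, and signal loss in luminescence marks inhibition.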
Numbers without * were called inactive; i = inactive; ? = inconclusive; . = no result given; [ ] = remark or other dose. Unless noted, the call rests on the fitted dose curve; in most records, active means well fitted curve in the direction sought with a large enough effect; inconclusive means small, poorly fitted or top-dose-only effect, or another doubt; inactive means no such curve, though single readings can be large; an effect the other way counts as inactive or inconclusive.

SMILES	aSyn rescue	GLP1R cytotox	D3 antag	GLP1R ag	KB-V1 MDR tox	TDP43 rescue	D3 ag	PTHR1 ag	GLP-1R inv ag
Cc1nonc1OCCNCc1c(C(=O)N2CCCCCCC2)nc2ccc(Cl)cn12	-4.6%	7.3%	-0.9	-9.2%	-0.9%	-20.0%	-2.7	-17.3%	11.5%
CC(C)CCNC(=O)C(=O)NCC1OCCCN1S(=O)(=O)c1cccs1 (stereo not given)	-1.3%	3.1%	14.5	-5.4%	-2.6%	10.0%	3.3	i	-12.2%
CCn1nc(C)c(/C=N/NC(=O)c2ccc3c(c2)c(C)c(C)n3Cc2ccccc2)c1C	2.3%	5.9%	-20.3	6.2%	-13.4%	4.9%	-6.9	4.5%	-5.7%
Cc1cn2c(=O)cc(COC(=O)COc3ccc(F)cc3)nc2s1	.	5.7%	.	.	23.4%	6.2%	1.5	-8.8%	4.0%
COCCCNc1nc2nonc2nc1N1C[C@H]2CC[C@H]1C2	-1.2%	-21.3%	10.4	3.4%	-24.0%	-20.8%	-3.3	-2.1%	11.5%
O=C(CSc1nnc(-c2cccnc2)n1Cc1ccco1)Nc1cccc(O)c1	4.0%	2.7%	-6.0	1.7%	-3.7%	0.4%	-8.4	-19.6%	5.6%
CCOc1ccccc1OCc1nn2c(-c3ccc(C)cc3)nnc2s1	-11.0%	4.6%	8.7	13.1%	-3.9%	?	3.2	i	2.6%
CSc1ccccc1NC(=O)CN(C)C(=O)c1ccc(NC(=O)c2cccs2)cc1	6.4%	10.5%	0.8	11.2%	?	23.1%	1.7	-23.0%	-29.2%
COC(=O)c1ccccc1NC(=O)CSc1nc2sc3c(c2c(=O)[nH]1)CCCC3	-0.6%	2.3%	.	.	.	?	2.9	i	13.4%
Cc1cc2ccccc2n2c(SCC(=O)NCc3cccs3)nnc12	2.6%	6.3%	8.7	1.0%	?	-7.0%	3.0	-22.5%[57.5 µM]	49.1%[activator]
Cc1ccc(NC(=S)NNC(=O)c2nn(C)c(C)c2Cl)cc1	-4.5%	-3.7%	-13.0	-1.0%	8.6%	11.0%	0.9	-16.9%	26.6%
CCCC12CN3CCN(CC(C3)/C1=N\NC(=O)c1ccc(C(C)(C)C)cc1)C2	-0.4%	-8.1%	-2.3	2.3%	10.2%	-0.7%	-8.1	i	11.7%
CCOC(=O)c1ccc(N2CN(CC)CNC2=S)cc1	-6.5%	19.7%	-18.3	4.6%	1.3%	8.9%	-21.5	-10.5%	1.0%
C[N+](C)(C)CC/C=C1/c2ccccc2CSc2ccccc21	-0.3%	-9.2%	-10.3	-4.8%	7.0%	-4.7%	-3.7	i	-4.6%
COc1cc(N)c(Cl)cc1C(=O)OC(C)C(=O)Nc1cccc(S(=O)(=O)N2CCOCC2)c1 (stereo not given)	-2.4%	-8.8%	14.5	6.7%	-6.0%	-4.4%	2.2	-21.8%	7.7%
COC(=O)c1ccc(NC(=S)Nc2ccc(O)cc2)cc1	3.3%	3.6%	4.8	-3.8%	1.7%	18.5%	0.2	-14.6%	-14.0%
CN(C)CCC#CC1(O)c2ccccc2-c2ccccc21	0.8%	0.5%	0.4	-2.2%	18.7%	1.0%	-7.2	i	-18.2%
C/C(Nc1ccccc1C(F)(F)F)=C1/CCOC1=O	-19.9%	-3.6%[7.66 µM]	-9.6	0.0%	-2.9%	-11.4%	-5.7	-2.3%	4.2%[7.66 µM]
Cc1ccc(CN2C(=O)c3ccccc3C2C(=O)NC2CCCCCC2)cc1 (stereo not given)	.	-3.4%	.	.	-5.1%	28.9%	5.4	-1.3%	12.2%
Cc1ccccc1-c1nnc(SCc2ccc(F)cc2)o1	3.9%	0.4%	17.8	1.0%	?	23.5%	4.9	-9.7%[57.5 µM]	-2.9%
COc1cccc(-c2cc(C(=O)N3CCN(C(c4ccccc4)c4ccccc4)CC3)no2)c1	-3.1%	2.1%	?	1.3%	18.3%	-0.7%	-3.3	-2.3%	?
O=C(Nc1cc2c3c(c1)CC(=O)N3CCC2)C1CCCCC1	0.1%	7.7%	19.7	9.6%	-16.1%	13.3%	-1.0	i	52.8%[activator]
Cc1ccc(-c2csc(/C(C#N)=C/c3ccccc3Cl)n2)cc1	.	88.1%[activator]	.	.	.	8.5%	3.4	i	11.9%
CC(=O)c1ccccc1NC(=O)COC(=O)c1cc(C)oc1C	4.0%	8.4%	1.6	-1.4%	25.1%	14.1%	8.3	i	0.5%
Cc1cc2cc(CNC(=O)C3CCCC3)ccc2n1C	10.9%	-5.4%	-6.4	-5.3%	-4.5%	22.5%	-1.6	i	13.4%
COc1cc(CCNC(=O)c2ccccc2NC(=O)C2=C(C)OCCS2)cc(OC)c1OC	7.0%	-3.0%	2.7	7.4%	-6.5%	-37.2%[inhibitor]	10.9	i	?
Cc1nc(NC(=O)c2ccc3c(c2)OCCO3)ccc1Br	-10.9%	18.1%	2.0	-5.8%	?	12.6µM*	21.4	-48.0%[inhibitor]	-8.1%

By substructure, those above containing two or more sulfur atoms.
SMILES	aSyn rescue	GLP1R cytotox	D3 antag	GLP1R ag	KB-V1 MDR tox	TDP43 rescue	D3 ag	PTHR1 ag	GLP-1R inv ag
CC(C)CCNC(=O)C(=O)NCC1OCCCN1S(=O)(=O)c1cccs1 (stereo not given)	-1.3%	3.1%	14.5	-5.4%	-2.6%	10.0%	3.3	i	-12.2%
CSc1ccccc1NC(=O)CN(C)C(=O)c1ccc(NC(=O)c2cccs2)cc1	6.4%	10.5%	0.8	11.2%	?	23.1%	1.7	-23.0%	-29.2%
COC(=O)c1ccccc1NC(=O)CSc1nc2sc3c(c2c(=O)[nH]1)CCCC3	-0.6%	2.3%	.	.	.	?	2.9	i	13.4%
Cc1cc2ccccc2n2c(SCC(=O)NCc3cccs3)nnc12	2.6%	6.3%	8.7	1.0%	?	-7.0%	3.0	-22.5%[57.5 µM]	49.1%[activator]

This is a subset; count on the stated rates, not on these rows.
